DT40 TDP1 CPT: DT40-hTDP1 cell growth loss with CPT; actives 12% (n = 420,000); chicken DT40 Tdp1-/-;hTDP1 cells + 20 nM CPT, ATP luminescence, 48 h; Potency, µM (titrated, usually from 46.2 µM), for the others: at the top dose activity change, negative = growth inhibition, hits mostly inhibitors; AID 686979; note: nearly all actives have a fitted effect of over 55% in size
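Chicken DT40 Tdp1-/- cells stably complemented with human TDP1 were seeded at 400 cells/well in medium containing 20 nM camptothecin, exposed to pin-transferred compounds, and grown at 37 °C for at least 48 hr. Viability was read as ATP luminescence.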
GCN5L2 inh: inhibitors of human GCN5L2 histone acetyltransferase; actives 0.21% (n = 390,000); Q92830; GCN5L2 HAT assay, ThioGlo1 CoA-SH fluorescence; Potency, µM (highest dose often 58.9 µM), for inactives: at the top dose activity change, negative = inhibition, hits mostly inhibitors
Target sequence (Q92830 whole entry, looked up): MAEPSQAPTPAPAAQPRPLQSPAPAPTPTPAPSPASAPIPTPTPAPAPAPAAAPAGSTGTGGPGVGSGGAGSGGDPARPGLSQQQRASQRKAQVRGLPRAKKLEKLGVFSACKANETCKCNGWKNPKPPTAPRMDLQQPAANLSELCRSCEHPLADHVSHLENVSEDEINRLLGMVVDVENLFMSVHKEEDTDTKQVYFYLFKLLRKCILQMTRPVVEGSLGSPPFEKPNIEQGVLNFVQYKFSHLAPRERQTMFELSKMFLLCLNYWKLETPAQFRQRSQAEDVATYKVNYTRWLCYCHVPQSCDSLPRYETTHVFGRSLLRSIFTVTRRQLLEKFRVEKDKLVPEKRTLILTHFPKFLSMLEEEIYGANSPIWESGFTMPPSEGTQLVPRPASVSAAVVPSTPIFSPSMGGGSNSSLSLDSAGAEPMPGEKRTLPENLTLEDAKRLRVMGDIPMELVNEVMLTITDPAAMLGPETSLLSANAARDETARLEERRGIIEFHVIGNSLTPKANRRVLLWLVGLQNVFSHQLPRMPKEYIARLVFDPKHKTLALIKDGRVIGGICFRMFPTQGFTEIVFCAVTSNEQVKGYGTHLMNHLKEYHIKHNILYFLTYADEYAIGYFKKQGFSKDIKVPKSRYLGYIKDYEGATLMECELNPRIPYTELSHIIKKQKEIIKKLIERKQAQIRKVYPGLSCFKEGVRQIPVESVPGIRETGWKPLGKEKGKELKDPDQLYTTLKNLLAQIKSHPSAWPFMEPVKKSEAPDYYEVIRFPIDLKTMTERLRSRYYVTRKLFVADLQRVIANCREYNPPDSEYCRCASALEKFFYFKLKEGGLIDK
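GCN5L2 (20nM final) in 50mM HEPES, 0.1mM EDTA pH 7.5, 0.01% Tween-20 was preincubated 15 min at room temperature with compound, then given ThioGlo1 (50uM), H3(1-25) peptide (75uM) and acetyl-CoA (70uM); CoA-thiol fluorescence (Ex340/Em540) was read at 0 and 20 min.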
DT40 TDP1 no CPT: qHTS for Inhibitors of human tyrosyl-DNA phosphodiesterase 1 (TDP1): qHTS in cells in absence of CPT; Potency, µM (series often up to 46.2 µM), for inactives: top-dose activity change, negative = growth inhibition, hits mostly inhibitors; DT40 Tdp1-/- hTDP1 cells, no CPT, ATP luminescence, 48 h; AID 686978, 2013; actives 15% (n = 420,000); note: nearly all actives have a fitted effect of over 55% in size
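Growth kinetics read by CellTiter-Glo luminescence after ≥48 hr at 37 °C. Cells: DT40 Tdp1-/- stably carrying human TDP1, 400 per well, compound exposure in the absence of CPT (DMSO vehicle).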
Active calls of the source: *; u = inconclusive; x = no result given; & = joins results of further samples. Calls come from the whole dose curve; as a rule, active = well fitted curve in the direction sought with a large enough effect; inconclusive = small, poorly fitted or top-dose-only effect, or another doubt; inactive = no such curve, though single readings can be large; an effect the other way counts as inactive or inconclusive. % is set by controls: 0 for no effect and ±100 for the full control effect; potency is the fitted concentration of half-maximal effect.

SMILES	DT40 TDP1 CPT	GCN5L2 inh	DT40 TDP1 no CPT
CCOC(=O)c1oc2ccccc2c1COC(=O)CNC(=O)c1ccc(C)cc1	-10%	-4%	-16%
Cc1nnc(SCC(=O)N/N=C/c2ccc(-c3ccc(C)c(Cl)c3)o2)s1	u	-8%	u
Cc1ccc(N2CC(C(=O)Nc3ccc(S(=O)(=O)Nc4nccc(C)n4)cc3)CC2=O)cc1 (centres undefined)	-4%	0%	2%
CN(C(=O)CSc1nncn1-c1ccccc1)C1CCS(=O)(=O)C1 (centres undefined)	0%	-3%	0%
O=c1ccc2cc(S(=O)(=O)NCc3ccc(Cl)cc3)ccc2[nH]1	-20%	-24%	-24%
Cn1c(=O)[nH]c(=O)c2c1nc(N1CCCCC1)n2CCSc1nc2ccccc2o1	-13%	5%	-15%
COC(=O)c1sc(N2C(=O)c3oc4cc(C)c(C)cc4c(=O)c3C2c2ccccc2F)nc1C (centres undefined)	8%	-10%	1%
Nc1ncnc2nc(Cl)[nH]c12	0%	-15%	0%
O=C(NCc1ccccc1)Nc1cccn(Cc2cccc(F)c2)c1=O	0%	-1%	5%
C[C@@H]1CN([C@H](C)CO)S(=O)(=O)c2ccc(C#CC3CCCC3)cc2O[C@H]1CN(C)C(=O)Cc1ccccc1	5.8µM*	x	5.8µM*
CC(=O)Nc1cccc(NC(=O)Cc2csc(COc3cccc(C)c3)n2)c1	15µM*	-6%	21µM*
O=C(CCCCCCCC(=O)NNC(=O)Nc1ccccc1)NNC(=O)Nc1ccccc1	4%	-30%	-20%
COc1ccc(-n2c(=O)c(-c3cn(C)c4ccccc34)nc3cnc(N4CCNCC4)nc32)cc1	u	-13%	u
COc1cccc(CC(=O)OCC(=O)NC(C)c2ccc(F)cc2)c1 (centres undefined)	-29%	-5%	-8%
Nc1nc(SCC(=O)N2N=C(c3ccc(Cl)cc3)CC2c2ccco2)n[nH]1 (centres undefined)	u	-9%	-7%
Cc1cccc(C)c1NC(=O)/C(C#N)=C/c1cccs1	12µM*	-5%	u
Cn1cc(CN(Cc2ccccn2)C[C@@H]2CCC(=O)N2)c(-c2ccccc2F)n1	3%	-23%	14%
C=CCc1c(C)c(C#N)c2nc3ccccc3n2c1NCCN(C)C	-15%	3%	-18%
Cc1ccc(C(=O)OCC(=O)c2ccc(Br)cc2)cc1S(=O)(=O)N1CCOCC1	-6%	x	-6%
CCOC(=O)C1CN(C(C)(C)C)C(=O)C1=O (centres undefined)	-12%	-4%	-9%

Reprinted from the part before: three compounds; new compounds follow.
SMILES	DT40 TDP1 CPT	GCN5L2 inh	DT40 TDP1 no CPT
C=CCc1c(C)c(C#N)c2nc3ccccc3n2c1NCCN(C)C	-15%	3%	-18%
Cc1ccc(C(=O)OCC(=O)c2ccc(Br)cc2)cc1S(=O)(=O)N1CCOCC1	-6%	x	-6%
CCOC(=O)C1CN(C(C)(C)C)C(=O)C1=O (centres undefined)	-12%	-4%	-9%
CCCn1c(SCC(=O)NC2CCCCC2)nnc1-c1ccco1	11%	-1%	-23%
CCN(c1ccccc1)S(=O)(=O)c1ccc(Cl)c(NC(=O)CNC(C)c2ccccc2)c1 (centres undefined)	21µM*	-9%	u
COC(=O)[C@]12CCCCC=C1N(Cc1ccc3c(c1)OCO3)C(=O)[C@H](CC(=O)N1CCN(C(=O)C3CC3)CC1)C2	u	x	u
Nc1c(C(=O)NCc2ccccc2)nnn1Cc1ccccc1	-14%	-4%	-28%
O=C(COc1ccc(C(=O)c2ccccc2)cc1)NCC1CCCCC1	16µM*	-5%	16µM*
NS(=O)(=O)c1cccc(NC(=O)CSc2ccccn2)c1	-4%	-13%	5%
O=C(COc1ccccc1)OCc1cc(=O)n2nc(C3CC3)sc2n1	-19%	-7%	-17%
CC(=O)NC(NC(=S)Nc1ccc(N=Nc2ccccc2)cc1)C(Cl)(Cl)Cl (centres undefined)	u	-11%	u
Cc1ccc(C(C(=O)NC(C)(C)C)N(CC2CCCO2)C(=O)Cn2nnc(-c3ccc(C)o3)n2)cc1 (centres undefined)	u	-5%	u
Cc1ccc(S(=O)(=O)NCCSCc2ccco2)cc1	29%	-6%	u
Cc1cc(Cl)c(S(=O)(=O)N2CCN(c3ccccn3)CC2)cc1OCC(N)=O	11%	-1%	-2%
COc1ccc(N(C(C)C(=O)N/N=C/c2ccc(OC)c(OC)c2)S(C)(=O)=O)cc1 (centres undefined)	u	-8%	7%
CC(=O)Nc1ccc(NC(=O)c2c(-c3ccccc3)noc2C)cn1	-14%	1%	5%
COc1ccc(OCCNC(=O)c2ccccc2OCC(=O)Nc2ccc(NC(C)=O)cc2)cc1	18µM*	-3%	15µM*
CCCn1c(CN2CCN(C(C)=O)CC2)nc2cc(S(=O)(=O)N(C)C)ccc21	0%	2%	u
Cc1ccc2nc(NC(=O)c3nc(SCc4ccccc4C)ncc3Cl)sc2c1	-29%	-4%	16µM*
O=C1CCSc2c1ccc1ccccc21	-12%	x	-1%
CCc1ccc(-c2cc(C(F)(F)F)n3nc(C(=O)Nc4cnn(Cc5ccccc5C)c4)cc3n2)s1	-27%	1%	-3%
COc1ccc(-c2[nH]ncc2C(=O)NCc2cccc(F)c2)cc1	0%	-2%	-14%
COc1ccc(OC)c(NS(=O)(=O)c2ccc3c(c2)CCC(=O)N3)c1	-12%	-8%	-12%
COc1ccc(-n2c(Cc3cccn3C)nnc2SCC(=O)N2CCC(C)CC2)cc1	-6%	3%	-21%
CC(C)(C)c1ccccc1OCCCCCn1ccnc1	u	-15%	u
O=S(=O)(c1ccc(Cl)cc1)N1CCCC1c1nc(-c2ccc(Cl)cc2)no1 (centres undefined)	-11%	-13%	u
O=C(CCCc1nc(-c2ccccc2)no1)Nc1cccnc1	u	-1%	u
CCCCc1ccc(N=N/C(C(=O)Nc2ccc(NC(C)=O)cc2OC)=C(/C)O)cc1	u	-5%	u
CCN(CC)S(=O)(=O)c1cc(NC(=O)CSc2nnc(-c3cccs3)o2)ccc1C	-5%	-7%	10%
O=C(C[C@@H]1C/C=C/CCCC(=O)O[C@H](c2ccccc2)CNC1=O)N[C@H](CO)Cc1ccccc1	u	-5%	u
CCCN(c1ccc(C(C)C)cc1)S(=O)(=O)c1c(C)noc1C	-26%	-7%	u
COc1ccc(B(O)O)cc1	-10%	x	-1%
Cc1cccc(NS(=O)(=O)c2ccc3c(c2)Cc2cc(S(=O)(=O)Nc4cccc(C)c4C)ccc2-3)c1C	6.5µM*	0%	5.2µM*
CCOC(=O)c1c(NC(=O)CSc2nncs2)sc(C)c1-c1ccccc1	u	-16%	u
CCNC(=O)/C(=C\c1ccccc1)NC(=O)/C=C/c1ccccc1	-27%	-5%	-20%
C=CCn1c(=O)c(C(=O)NCCc2ccccc2)c(O)c2ccccc21	21µM*	-19%	u
CCOC(=O)C1=C(N)OC2=C(C(=O)CCC2)C1c1cccnc1 (centres undefined)	20%	-4%	u
CCC(=C(c1ccc(OC)cc1)c1ccc(OC)cc1)c1cn(CC(O)CN2CCN(C)CC2)c2ccccc12 (centres undefined)	10µM*	0%	13µM*
COc1ccc(CCNC(=O)Nc2ccc3c(c2)c(=O)n(C)n3Cc2ccc(Cl)cc2)cc1OC	8.2µM*	x	u
O=C(O)CCCCn1c(SCC(=O)Nc2ccccc2C(F)(F)F)nc2ccsc2c1=O	3%&4%	-3%&-1%	-11%&-1%
CC(C)CCOc1ccc(Oc2nc(N(C)C)nc(N(C)C)n2)nn1	18µM*	-1%	u
CCOC(=O)c1nnn(-c2nonc2N)c1-c1ccccc1	1%	-29%	0%
O=C(NNC(=O)c1sccc1-n1cccc1)Nc1ccccc1	6%	1%	-4%
CC1(C)Cc2c(cnn2-c2cccc(F)c2)C(NC(=O)CN2CCCC2=O)C1 (centres undefined)	-12%	-2%	u
CN(CC(=O)Nc1c(Cl)cccc1Cl)C(=O)Cc1ccc2c(c1)CCC2	u	-5%	u
CC1CCN(S(=O)(=O)c2ccc3c(c2)N(CC(=O)NCCCOC(C)C)C(=O)CO3)CC1	-19%	1%&-3%	2%
Cc1nnc(C)c2c(C)n(-c3ccc(Cl)c(N)c3)c(C)c12	u	-2%	u
CCC(C)(C)C1CCC(=NNC(=S)Nc2cccnc2)CC1 (centres undefined)	u	-3%	u
COc1ccc(NC(=O)c2c([N+](=O)[O-])c(C(C)(C)C)nn2C)cc1	u	1%	u
COC(=O)c1ccc2nc(C(C)(C)C)c(Cc3ccc(OC)cc3C)n2c1	-12%	x	u
O=C(O)c1ccccc1CSc1ncn[nH]1	-9%	0%	-2%
O=C(c1cc2cc(Cl)ccc2o1)N1CCCCCC1	-28%	-2%	u
OCC(O)COc1ccc(Cl)cc1 (centres undefined)	-17%	x	-21%
CS(=O)(=O)c1nc(-c2ccc(Br)cc2)cc(-c2ccccc2)c1C#N	4.1µM*	-2%	2.6µM*
Cc1nc(N2CCN(c3ccccn3)CC2)c2c(C)c(C(=O)Nc3c(C)cc(Br)cc3C)sc2n1	u	-13%	u
COc1cccc(CN(C)CC(=O)Nc2sc3c(c2C#N)CCC3)c1	1%	0%	u
CCc1nn(C(CC)C(=O)NCC(C)c2ccccc2)c(=O)c2cc3occc3n12 (centres undefined)	u	-9%	-27%
CCCOc1ccc(C(CC(=O)O)NS(=O)(=O)c2ccc(NC(C)=O)cc2)cc1 (centres undefined)	-4%	-8%	-14%
O=C(O)C(=Cc1ccc([N+](=O)[O-])cc1)c1cccc(Cl)c1	8.2µM*	x	u
COc1ccc(NC(=O)C2CCN(c3cc(C)nc(-c4ccccc4)n3)CC2)cc1	u	-15%	u
COc1cccc(-c2csc(N3CCN(C(=S)Nc4ccc(Cl)cc4)CC3)n2)c1	u	u	u
O=C(/C=C/c1ccccc1)NCCSc1ccc(Cl)cc1	-17%	-12%	-23%
CCCN(CCC)S(=O)(=O)c1ccc(C(=O)Nc2nc3c(s2)CCc2ccccc2-3)cc1	16µM*	-2%	15µM*

Pulled by structure from the entries so far:
SMILES	DT40 TDP1 CPT	GCN5L2 inh	DT40 TDP1 no CPT
O=C(CCCCCCCC(=O)NNC(=O)Nc1ccccc1)NNC(=O)Nc1ccccc1	4%	-30%	-20%
COc1ccc(-c2[nH]ncc2C(=O)NCc2cccc(F)c2)cc1	0%	-2%	-14%
CCOC(=O)C1=C(N)OC2=C(C(=O)CCC2)C1c1cccnc1 (centres undefined)	20%	-4%	u
CCOC(=O)c1c(NC(=O)CSc2nncs2)sc(C)c1-c1ccccc1	u	-16%	u
O=C(NCc1ccccc1)Nc1cccn(Cc2cccc(F)c2)c1=O	0%	-1%	5%

Part of the list above, reduced to DT40 TDP1 CPT.
canonical_smiles | DT40 TDP1 CPT
Cc1nc(N2CCN(c3ccccn3)CC2)c2c(C)c(C(=O)Nc3c(C)cc(Br)cc3C)sc2n1 | u
COc1cccc(CN(C)CC(=O)Nc2sc3c(c2C#N)CCC3)c1 | 1%
CCc1nn(C(CC)C(=O)NCC(C)c2ccccc2)c(=O)c2cc3occc3n12 (centres undefined) | u

Additional structures:
SMILES	DT40 TDP1 CPT	GCN5L2 inh	DT40 TDP1 no CPT
COc1ccc(N(CC(=O)NCCSc2ccccn2)S(=O)(=O)c2ccccc2)cc1Cl	16µM*	-11%	u
Cc1ccc(CNC(=O)C2CCN(c3nn4c(=O)cc(C)nc4s3)CC2)cc1	0%	-4%	23%
O=C(NCCN1C(=O)S/C(=C/c2cccnc2)C1=O)C1=NN(c2ccccc2)C(=O)CC1	u	-11%	11%
CCN(CC)C(=O)CN(c1cc2c(cc1OC)oc1ccccc12)S(=O)(=O)c1ccccc1	18µM*	x	u
CCC1CCCCN1C(=O)c1cc2c(=O)n3cccc(C)c3nc2s1 (centres undefined)	u	-10%	u
CCCCC(O)(C(NC=O)C(=O)OC)C(F)(F)F (centres undefined)	1%	-5%	-7%
Oc1ccc(/C=C/c2ccc3ccccc3n2)cc1	23µM*	-12%	21µM*
NC(=O)c1cc(S(=O)(=O)Nc2ccccc2)cs1	1%	-13%	-15%
NC(=O)C1(Nc2ccccc2Cl)CCCC1	1%	x	3%
CCOC(=O)Cn1c2c(c(=N)c3c1CCC3)CCCC2	7%	3%	2%
CCOC(=O)c1c(NC(=O)c2noc(C)c2[N+](=O)[O-])sc(C(C)=O)c1C	u	-18%	u
Cc1ccc(S(=O)(=O)CCC(=O)Nc2sccc2C#N)cc1	u	-1%	21µM*
CCOc1ccc(CNC(=O)C(C)n2nc(C)c3c(C)n(-c4ccccc4)nc3c2=O)cc1 (centres undefined)	3%	-4%	-10%
Cc1cc(C)c2c(=O)[nH]c(SCC(=O)c3ccc(C(C)C)cc3)nc2n1	-8%	0%	-21%
O=C(NCc1ccc2c(c1)OCO2)C(=S)N1CCOCC1	-1%	-14%	2%

Assay outcomes (PubChem)

An excerpt, so the mix of outcomes need not match the whole.
